OX1R antag-1 = antagonists of human orexin 1 receptor. CHO/OX1R cells, Fluo-8 calcium fluorescence, orexin A. inhibition, % at 5 µM. 330,000 compounds, 0.43% hits. AID 434989;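 active = inhibition above its plate's threshold, mean inhibition of all tested compounds on the plate plus 3 SD, cut at about 37% in these data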;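 also: 0% = orexin A challenge wells and 100% = SB-334867-A antagonist wells; not every result past the cut was called active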
Target sequence (O43613 whole entry, looked up): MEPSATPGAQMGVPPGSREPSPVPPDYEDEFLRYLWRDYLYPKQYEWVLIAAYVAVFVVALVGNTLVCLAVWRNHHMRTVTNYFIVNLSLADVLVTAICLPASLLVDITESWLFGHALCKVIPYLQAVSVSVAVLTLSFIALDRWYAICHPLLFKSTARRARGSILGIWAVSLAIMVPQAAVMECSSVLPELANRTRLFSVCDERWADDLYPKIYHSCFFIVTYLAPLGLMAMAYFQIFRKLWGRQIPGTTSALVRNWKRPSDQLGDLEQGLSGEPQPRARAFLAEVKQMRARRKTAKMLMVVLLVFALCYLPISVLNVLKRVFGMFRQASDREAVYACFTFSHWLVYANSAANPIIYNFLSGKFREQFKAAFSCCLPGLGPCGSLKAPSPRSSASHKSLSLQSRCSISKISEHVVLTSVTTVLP
OX1R antag-2 = blocks the human orexin 1 receptor; OX1R-expressing cells, FRET antagonist read-out; inhibition, % at 6.6 µM; 330,000 compounds, 1.8% hits; AID 485270; in the data active = inhibition mostly above about 38%, no sharp cut-off; inactive = mostly below about 40%;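 also: 0% = agonist challenge alone and 100% = reference antagonist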
CHT PAM = allosteric activators of human choline transporter CHT. Q9GZV3. CHT-expressing cells, membrane potential dye, choline EC20; stronger effect = higher value; LV-AA mutant CHT in HEK293 cells. B-score at 10 µM. 310,000 compounds, 0.49% hits;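 active = initial fluorescence not abnormally high and integrated response B-score, plate-corrected, over 3 SD above library mean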
Target sequence (Q9GZV3 whole entry, looked up): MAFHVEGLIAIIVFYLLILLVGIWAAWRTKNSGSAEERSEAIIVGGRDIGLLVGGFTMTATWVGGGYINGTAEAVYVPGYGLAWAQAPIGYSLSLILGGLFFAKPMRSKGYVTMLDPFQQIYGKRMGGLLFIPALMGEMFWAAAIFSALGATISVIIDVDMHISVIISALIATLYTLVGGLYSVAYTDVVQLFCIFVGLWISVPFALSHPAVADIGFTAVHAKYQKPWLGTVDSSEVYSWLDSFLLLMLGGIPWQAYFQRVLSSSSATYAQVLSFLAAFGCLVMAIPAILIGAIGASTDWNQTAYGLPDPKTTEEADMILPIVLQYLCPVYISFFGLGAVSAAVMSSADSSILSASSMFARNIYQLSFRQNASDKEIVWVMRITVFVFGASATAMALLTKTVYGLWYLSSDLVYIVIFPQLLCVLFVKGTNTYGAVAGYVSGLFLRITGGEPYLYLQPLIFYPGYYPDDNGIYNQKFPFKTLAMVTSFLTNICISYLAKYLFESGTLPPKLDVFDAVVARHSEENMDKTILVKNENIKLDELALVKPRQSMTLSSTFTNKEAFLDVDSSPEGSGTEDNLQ
Numbers without * were called inactive; i = inactive; x = no result given. An unsorted share of the library; 2.5% or so of the library scored in one or more.

SMILES	OX1R antag-1	OX1R antag-2	CHT PAM
Cn1cccc1Cc1nnc(SCC(=O)Nc2nccs2)n1CCc1ccccc1	-16	19	i
COC(=O)C1(Cc2cc(-c3ccc(Cl)cc3)no2)CCN(C(=O)OC(C)(C)C)CC1	-45	9	i
Cc1cc(NC(=O)c2ccc(F)cc2)ccc1NC(=O)c1ccco1	-5	13	i
Cn1c(CNS(=O)(=O)c2ccc(Cl)cc2)n[nH]c1=S	-1	23	i
Oc1ccc(/C=N/n2c(COc3ccccc3)n[nH]c2=S)cc1O	-8	3	i
COCC1CCN(C(=O)c2cc(COc3cccc4cnccc34)on2)CC1	-18	13	i
CC(C)CCNc1nc(N)c([N+](=O)[O-])c(N2CCCCCC2)n1	-27	13	i
CCOC(=O)N1CCN(C(=O)CNC(=O)c2ccccc2F)CC1	13	6	x
COc1cccc(NC(=O)CN2CCN(c3ccc(F)cc3)CC2)c1	-18	24	i
COc1ccc(C2CC(=O)C=C(NNS(=O)(=O)c3ccc(C)cc3)C2)cc1 (stereo unspecified)	-16	18	i
O=C(O)CCC(=O)N1N=C(c2c(-c3ccccc3)c3cc(Cl)ccc3[nH]c2=O)CC1c1ccccc1 (stereo unspecified)	-16	11	i
CSc1nc(N)nc2c1ncn2CC(=O)NCC(c1ccccc1)c1ccccc1	-13	13	x
C/C=C(\C)C(=O)NCCN1C2=NC[C@H](Cc3ccc(O)cc3)N2C[C@H]1Cc1ccc(O)cc1	-16	25	i
CCOC(=O)c1cc(C(C)(C)C)oc1CN	-12	30	i
Cc1ccc(NC(=O)NC2CC(=O)N(c3ccc4c(c3)OCCO4)C2)cc1C (stereo unspecified)	-23	4	i
COc1ccc(OC)c(CN2CCN(C(=O)c3cc4ccccc4cc3O)CC2)c1	-29	9	i
Oc1ccc(C(=S)N2CCCC2)cc1	1	-3	i
COC(=O)c1ccc(COC(=O)CCc2nc(-c3ccccc3)c(-c3ccccc3)o2)cc1	-32	18	i
CCOC(=O)COn1c(=O)c(C)[n+]([O-])c2ccccc21	-9	17	i
CCCCN1C(=O)/C(=C/C=C2/C=Cc3ccccc3N2CC)SC1=S	-10	8	i
COc1ccc(NC(=O)C2CCCN(S(=O)(=O)c3cccc4nonc34)C2)cc1 (stereo unspecified)	-3	6	i
COc1ccc(NC(=O)CC2(CC(=O)O)CCCC2)cn1	9	0	i
CC(Sc1n[nH]c(N)n1)C(=O)Nc1cccc(S(=O)(=O)N2CCOCC2)c1 (stereo unspecified)	-14	13	i
C=CCOc1ccc(C2/C(=C(/O)c3ccc(OC)cc3)C(=O)C(=O)N2CCN2CCNCC2)cc1 (stereo unspecified)	-11	5	i
COc1cc(/C=N/NC(=O)C(C)Nc2n[nH]c(=O)[nH]c2=O)cc(OC)c1O (stereo unspecified)	0	8	i
c1ccc(-c2nccc(-c3ccc(-n4cnc5ccccc54)cc3)n2)nc1	-20	29	i
CCCCC(C(=O)NC1CCCC1)N(C(=O)c1snc(C(N)=O)c1N)c1ccc(OCC)cc1 (stereo unspecified)	-32	10	i
COc1ccccc1NC(=S)N(Cc1ccco1)Cc1cc2cc(C)c(C)cc2[nH]c1=O	-36	16	i
CC1CC(C)CN(C(=O)c2cc3ccccc3o2)C1 (stereo unspecified)	-32	24	i
COc1cc(=O)[nH]c(SC(C)C(=O)Nc2cc(C)on2)n1 (stereo unspecified)	-2	9	i
CCOc1ccc(NC(=O)C2CCN(S(=O)(=O)c3c(C)noc3C)CC2)cc1	-28	6	i
Cc1cccc(Cn2c(C)c(C)c3cc(C(=O)NCCN4CCOCC4)ccc32)c1	-34	12	i
CN(C)c1ccc(-c2n(C)c3ccccc3[n+]2C)cc1	2	14	8.3*
CCOC(=O)N1CCN(C(=O)c2ccc(N(Cc3ccc(Cl)cc3)S(C)(=O)=O)cc2)CC1	-23	7	8.8*
Cn1c(=O)c2c(O)c(Cc3ccccc3)c(=O)n(C)c2n(C)c1=O	2	27	i
S=C1NCCNC(=S)NCCOCCOCCN1	-12	9	i
O=C(COC(=O)c1ccco1)NC1CCCc2ccccc21 (stereo unspecified)	-23	7	x
Cc1cccc2sc(NC(=O)CN(C)S(=O)(=O)c3cccs3)nc12	14	41	i
Cc1ccc(CNC(=O)Cc2ccc(-n3c(=O)[nH]c4ccsc4c3=O)cc2)cc1	-3	3	i
COc1ccc(S(=O)(=O)Nc2ccc(Cc3ccncc3)cc2)cc1C	-7	-1	i
Nc1cc(=O)[nH]c(N2CCN(c3ccccc3)CC2)n1	-7	8	i
c1cc(-c2nnc3n2CCC3)[nH]n1	12	5	i
CN1C(=O)N(C)C(c2cccc([N+](=O)[O-])c2)C2=C1CCCC2=O (stereo unspecified)	-10	4	i
CCCCC[n+]1cccc2c3ccccc3ccc21	-22	46	7.5*
CSCC[C@H](NC(=O)[C@@H]1Cc2c([nH]c3ccccc23)C2c3ccccc3C(=O)N21)C(=O)NCC1CCCO1 (stereo partly specified)	13	9	i

Given field by field: entries from further up.
mol: Cn1cccc1Cc1nnc(SCC(=O)Nc2nccs2)n1CCc1ccccc1
  OX1R antag-1 = -16	OX1R antag-2 = 19	CHT PAM = i
mol: COc1ccc(S(=O)(=O)Nc2ccc(Cc3ccncc3)cc2)cc1C
  OX1R antag-1 = -7	OX1R antag-2 = -1	CHT PAM = i

Carrying on:
SMILES	OX1R antag-1	OX1R antag-2	CHT PAM
COc1ccccc1NC(=O)C/C(C)=N/NC(=O)C12CC3CC(CC(C3)C1)C2	-9	13	i
O=C(NCc1ccccc1Cl)c1nnc(CS(=O)(=O)c2ccccc2)o1	-2	-9	i
Cc1nc2c(ccc3nc(NC(=O)c4ccc5c(c4)OCCO5)sc32)s1	20	64*	i
Cc1cc[n+](-c2[nH]c(=O)sc2/C=N/NC([S-])=Nc2ccccc2)cc1C	10	13	i
CC1=C(C)CC(C(=O)NNC(=O)c2csc(C)c2C)C(C(=O)O)C1 (stereo unspecified)	-14	-3	i
CCOC(=O)c1ccc(N(C(=O)c2cnccn2)C(C(=O)NC2CCCCC2)c2cn(C)nc2C)cc1 (stereo unspecified)	-3	2	i
COc1ccc(C(=O)Nc2nnc(S(=O)(=O)N3CCCCCC3)s2)cc1OC	-30	13	i
CC(=O)N1CCc2cc(S(=O)(=O)CCC(=O)NCCc3ccc(C)cc3)ccc21	-19	9	i
CCCC1(C(=O)OC)NC(c2ccco2)C2C(=O)N(c3ccc(C)cc3)C(=O)C21 (stereo unspecified)	-35	10	i
CCNc1nc(NCC)n2c(SC(C(=O)Nc3cc(Cl)cc(Cl)c3)c3ccccc3)nnc2n1 (stereo unspecified)	-6	7	i
O=C1CC(Sc2ncccc2C(=O)O)C(=O)N1 (stereo unspecified)	-1	16	i
COc1ccc(NC(=O)c2cc(-c3ccco3)on2)c(OC)c1	-6	17	i
COc1ccc(NC(C)C(=O)N/N=C/c2ccccc2OCc2cccc(Br)c2)cc1 (stereo unspecified)	-35	18	i
COc1ccc2c(-c3ccccc3)cc(SCC(=O)N(C)C3CCS(=O)(=O)C3)nc2c1 (stereo unspecified)	-17	18	i
c1ccc(-c2noc(-c3ccncc3)n2)nc1	-4	0	i

Profiles as entered above.
`COc1ccccc1NC(=O)C/C(C)=N/NC(=O)C12CC3CC(CC(C3)C1)C2` reads OX1R antag-1 = -9; OX1R antag-2 = 13; CHT PAM = i
`CC(=O)N1CCc2cc(S(=O)(=O)CCC(=O)NCCc3ccc(C)cc3)ccc21` reads OX1R antag-1 = -19; OX1R antag-2 = 9; CHT PAM = i

Going on with the list:
SMILES	OX1R antag-1	OX1R antag-2	CHT PAM
CCn1c(=O)n(CC)c2cc(N3CCCC3)c(NC(=O)c3cc(Br)ccc3OC)cc21	-24	21	i
COc1ccc(S(=O)(=O)N(CC(=O)NC(C)C)Cc2ccccc2)cc1	-15	13	i
COc1ccccc1C(C)NC(=O)c1cc(S(=O)(=O)N2CCCCC2)ccc1C (stereo unspecified)	-32	6	x
CC(C)Oc1cccc(C(=O)C2CCCN(Cc3cnn(C(C)C)c3)C2)c1 (stereo unspecified)	-36	8	i
O=C(CCc1nc2ccccc2[nH]1)Nc1ccccc1F	-23	-4	i
O=C(COC(=O)c1ccccn1)Nc1ccc2c(c1)OCO2	-7	4	i
C[C@]12CC[C@H](OC(=O)CCC(=O)O)CC1=CCC1C2CC[C@@]2(C)C1CC[C@@H]2N (stereo partly specified)	-10	7	x
COc1ccc(-n2nnnc2SCC(=O)NC2CC2)cc1	-13	3	x
c1cc2cc(-c3c(-c4ccc5c(c4)OCO5)noc3-c3ccsc3)ccc2[nH]1	4	40	i
CC1CCCCN1Cc1ccc(-c2nnn(CC(=O)NC3CCCCC3)n2)cc1 (stereo unspecified)	-27	6	i
COc1ccccc1/C=N/NC(=S)NCc1ccco1	-34	5	i
CCc1ccccc1N(CC(=O)O)S(C)(=O)=O	-6	25	i
Cc1nc(-c2ccncc2)nc(NCCNc2ncccc2C(F)(F)F)c1Cl	-15	15	i
Cc1nc(-c2ccc(Cl)cc2)sc1C1(C)CC(c2ccccc2F)=NO1 (stereo unspecified)	-24	0	i
CCOC(=O)C1CCCN(C(=O)c2[nH]c3ccc(OC)cc3c2C)C1 (stereo unspecified)	-16	7	i
O=C(CSc1nnc(SCc2ccccc2Cl)s1)N/N=C/c1ccc(C(=O)O)cc1	-17	13	i
Cc1ccc(C(=O)COC(=O)COc2ccccc2[N+](=O)[O-])s1	-18	13	x
C=CCN(c1ccccc1)S(=O)(=O)c1cc2c(cc1C)NC(=O)CO2	-7	14	i
CCCCN(CCCNC(=O)CN1C(=O)COc2ccc(S(=O)(=O)N3CCC(C)CC3)cc21)Cc1ccccc1	-40	-4	i
COc1ccc(C2(c3ccc(OC(C)=O)cc3OC(C)=O)CC(c3ccccc3)NC(=S)N2)cc1 (stereo unspecified)	-18	9	i
COc1ccc(CNC(=O)C(OC(=O)c2ccco2)c2ccccc2F)cc1 (stereo unspecified)	-25	1	i
Cc1ccc(CNC(=O)Cc2ccc(Br)cc2)cc1	-19	4	i
O=C(COc1ccccc1)N1CCN(C(=O)c2ccc([N+](=O)[O-])cc2)CC1	-6	41	i
CC(=O)c1ccc(-c2ccc(Cn3c(C)nc4cc(N)c(C)nc43)cc2)cc1	-25	-2	i
COc1cc(Cl)c(C)cc1NC(=O)CSc1ccc(NC(C)=O)cc1	-22	-1	i
CCn1c(SCC(=O)c2ccccc2)nnc1-c1cnccn1	-38	20	i
Cc1nnc(NC(=O)CN2C(=O)c3ccccc3S2(=O)=O)s1	-1	12	i
CC(C)(CCO)Nc1ncnc2onc(-c3ccc(F)cc3)c12	-10	3	i
NS(=O)(=O)c1ccc(NC(=O)CSc2nc(Nc3ccccc3)nc(N3CCOCC3)n2)cc1	11	17	i
Cc1ccccc1CS(=O)(=O)CC(O)CN1CCCC1=O (stereo unspecified)	10	-8	i
Cc1c(CCOC(=O)C23CC4CC(CC(C4)C2)C3)sc[n+]1Cc1ccccc1	-10	9	i
N#CC1(NC(=O)Cn2cc(C(F)(F)F)ccc2=O)CCCC1	-2	2	x
CCOC(=O)Cn1c(=NC(=O)c2ccc([N+](=O)[O-])s2)sc2ccccc21	-5	15	i
O=C(C1CC(=O)N(c2ccccc2)C1)N1CCN(c2ccccc2F)CC1 (stereo unspecified)	-18	16	i
COCCCNC(=O)CN(c1cccc(Cl)c1C)S(C)(=O)=O	2	-1	i
Cc1cn(C2CC(OC(=O)C(C)C)C(CO)O2)c(=O)[nH]c1=O (stereo unspecified)	4	7	x
COc1cc(-c2noc(C)c2C#Cc2nccn2C)cc(OC)c1OC	-5	24	i
Cc1ccc(SCC(=O)NC(=O)Nc2ccc3c(c2)OCCO3)cc1C	-14	3	i
C[C@H]1[C@H](C)CC[C@]2(C(=O)O)CC[C@]3(C)C(=CC[C@@H]4[C@@]5(C)CC[C@H](O)C(C)(C)[C@@H]5CC[C@]43C)[C@H]12	-3	4	i
CCOC(=O)c1c(C)c(C(=O)Nc2ccccc2)c(C)n1CC	-23	22	i
COc1cc2[nH]c(=O)n(Cc3ccc(C(=O)NC4CCN(Cc5ccccc5)CC4)cc3)c(=O)c2cc1OC	-7	12	i
Cc1cc(C(=O)NNC(=O)c2ccccc2F)c2ccccc2n1	-18	8	x
O=C(CCN1C(=O)c2ccccc2S1(=O)=O)Nc1cc(Cl)ccc1Cl	-27	24	i
COc1ccc(CN=Cc2c(C(F)(F)F)[nH][nH]c2=O)cc1	-4	6	i
O=C(/C=C/C(=O)NCc1cccs1)NCc1cccs1	-11	10	i
O=C(/C=C/c1ccc2c(c1)OCO2)NC1CCCC1	-16	2	i
O=C1CC(C(=O)N(CC2CCCO2)C(C(=O)NC2CCCCC2)c2ccncc2)CS1 (stereo unspecified)	-15	10	i
CCN(C(=O)c1nn(-c2ccc(OC)cc2)c(=O)c2c1c1ccccc1n2C)c1ccc(OC)cc1	-39	27	i

Copied from the listing for reference:
SMILES	OX1R antag-1	OX1R antag-2	CHT PAM
Cc1c(CCOC(=O)C23CC4CC(CC(C4)C2)C3)sc[n+]1Cc1ccccc1	-10	9	i
N#CC1(NC(=O)Cn2cc(C(F)(F)F)ccc2=O)CCCC1	-2	2	x
CCOC(=O)Cn1c(=NC(=O)c2ccc([N+](=O)[O-])s2)sc2ccccc21	-5	15	i
O=C(C1CC(=O)N(c2ccccc2)C1)N1CCN(c2ccccc2F)CC1 (stereo unspecified)	-18	16	i
COCCCNC(=O)CN(c1cccc(Cl)c1C)S(C)(=O)=O	2	-1	i
Cc1cn(C2CC(OC(=O)C(C)C)C(CO)O2)c(=O)[nH]c1=O (stereo unspecified)	4	7	x
